esBAF inh – Bmi1 luciferase reporter increase in mESCs, primary screen, esBAF inhibitor project, mouse ES cells, Bmi1 luciferase knock-in, single point; 24 h; 100% = twice the neutral-well signal; reporter increase, % at 12.5 µM; 2% of 350,000 active; AID 602393, 2012; in the data active = activation above about 40%;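 also: 0% = median of the plate's neutral control wells and 100% = double that signal; a rise in the Bmi1 reporter signal indicates esBAF inhibition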
ARNT-TACC3 inh – disruptors of ARNT/TACC3 protein interaction, primary screen, biochemical, AlphaScreen, single concentration; AlphaScreen His-ARNT PAS-B/GST-TACC3 binding, luminescence; TACC3 fragment carries E629A point mutation; Transforming acidic coiled-coil-containing protein 3 (Homo sapiens), Q9Y6A5; 0.66% of 390,000 active; inhibition, % at 9.99 µM;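 active = mean inhibition of replicates at least 50% and at least half of replicates each reaching 50%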;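 also: 0% = complete ARNT plus TACC3 wells and 100% = ARNT alone without TACC3; many hits fall short of the cut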
RAD54 branch – inhibitors of human RAD54 branch migration, primary screen, biochemical, fluorescence, single point; DNA repair and recombination protein RAD54-like (Homo sapiens), Q92698; RAD54 Holliday junction branch migration, FAM/BHQ fluorescence; inhibition, % at 10.4 µM; 0.14% of 360,000 active;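 active = mean normalized replicate activity at least 40 and at least half of replicates scoring 40 or more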;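 also: 0% = median of neutral control wells and 100% = median of positive control wells; inhibitors cause a drop in the FAM fluorescence signal; in these data hits start at about 50%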
Target sequence (Q92698 whole entry, looked up): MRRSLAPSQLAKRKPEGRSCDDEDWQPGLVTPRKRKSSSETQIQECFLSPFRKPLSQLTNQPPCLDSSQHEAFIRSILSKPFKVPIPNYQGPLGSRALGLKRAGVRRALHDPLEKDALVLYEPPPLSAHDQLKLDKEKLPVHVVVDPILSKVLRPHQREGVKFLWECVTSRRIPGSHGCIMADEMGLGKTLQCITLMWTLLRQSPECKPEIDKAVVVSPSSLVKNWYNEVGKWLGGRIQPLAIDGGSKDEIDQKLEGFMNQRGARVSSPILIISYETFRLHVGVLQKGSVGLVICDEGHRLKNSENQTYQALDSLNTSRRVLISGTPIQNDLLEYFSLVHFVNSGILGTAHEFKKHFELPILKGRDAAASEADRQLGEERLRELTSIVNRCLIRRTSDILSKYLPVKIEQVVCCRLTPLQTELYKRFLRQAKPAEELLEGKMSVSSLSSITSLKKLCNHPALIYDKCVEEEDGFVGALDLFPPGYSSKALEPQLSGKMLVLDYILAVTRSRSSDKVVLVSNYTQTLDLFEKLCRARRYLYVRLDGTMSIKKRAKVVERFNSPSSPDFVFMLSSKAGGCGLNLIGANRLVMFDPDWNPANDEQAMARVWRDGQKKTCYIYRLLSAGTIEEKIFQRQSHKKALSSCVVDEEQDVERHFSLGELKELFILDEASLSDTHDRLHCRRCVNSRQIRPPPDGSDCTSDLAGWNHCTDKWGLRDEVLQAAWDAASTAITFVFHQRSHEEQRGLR
Numbers without * were called inactive. Some of the compounds tested; the hit share may differ from the screen's.

SMILES | esBAF inh | ARNT-TACC3 inh | RAD54 branch
CC(=O)N1CCc2cc(S(=O)(=O)NCCC3=CCCCC3)ccc21 | -10 | -5 | 4
O=S(=O)(Cc1nc2ccccc2s1)c1ccccc1 | 57* | -1 | -5
CCOc1ccc2nc(NCCCNS(=O)(=O)c3ccccc3)c(C#N)cc2c1 | 5 | -19 | -11
O=C(NC1CCCCC1)c1ccc(CS(=O)(=O)Cc2ccccc2F)o1 | -4 | -5 | -5
Cc1ccc(NS(=O)(=O)c2ccc(CCC(=O)NC3CC3)cc2)cc1 | 3 | -4 | -6
CCC(NC(=O)C1CCC1)c1ccccc1 (stereo unspecified) | -2 | -6 | 5
CCCN(CCC)S(=O)(=O)c1ccc(NC(=O)C2CCCO2)cc1 (stereo unspecified) | -6 | -7 | -5
O=C1C(=Cc2ccc(Br)o2)C(=O)c2ccccc21 | 64* | -10 | 5
CCN(CC)c1ccc(C=Nc2ccccc2)c(O)c1 | 2 | 6 | -7
Cc1occc1C(=O)Nc1ccccc1C(=O)O | 7 | -2 | -11
CCOc1ccc(/C(O)=C2/C(=O)C(=O)N(CC3CCCO3)C2c2ccc(C)o2)cc1 (stereo unspecified) | -6 | -3 | 1
O=C(c1ccccc1Oc1ccccc1)N1CCN(c2ccccc2F)CC1 | -9 | -1 | -11
Cc1occc1C(=O)Nc1ccc(Br)cc1F | 46* | -7 | 3
CCN(CC)CCNc1nc2c(c(=O)n(C)c(=O)n2C)n1C/C=C(/C)Cl | -4 | 1 | -14
CCOc1ccc(N(CC(=O)Nc2ccccc2C(=O)NCc2ccco2)S(C)(=O)=O)cc1 | -13 | -7 | 2
CCOC(=O)c1ccc(N2C(=O)CC(N3CCN(C(=O)c4ccco4)CC3)C2=O)cc1 (stereo unspecified) | -5 | 2 | -1
CC/C(=N\NC(=O)c1ccc(-c2ccccc2)cc1)C12CC3CC(CC(C3)C1)C2 | 1 | 3 | -11
CCCNC1=C(C)C(=O)CC1 | 0 | -4 | -8
O=C(NCC(c1cccnc1)N1CCN(c2ccc(F)cc2)CC1)C1CCCCC1 (stereo unspecified) | 6 | -14 | -4
CCC(C)Nc1nc(OC)nc(N(C)C#N)n1 (stereo unspecified) | -11 | -13 | -5
O=C(COC(=O)C1COc2ccccc2O1)Nc1ccc2c(c1)CCC2 (stereo unspecified) | -4 | -6 | -8
CC1(C)NC(=O)N(CCCCSc2ccc(Cl)cc2)C1=O | 7 | -6 | -7
O=C(O)CSc1ccc2ccccc2n1 | -1 | -12 | -11
Nc1ncnc2c1ncn2[C@@H]1O[C@H](CNC(=O)[C@@H]2CCC(=O)N2)[C@@H](O)[C@H]1O | -3 | -8 | -4
COc1ccc(CCNC(=O)CCCN2C(=O)c3ccccc3C2=O)cc1OC | 0 | -11 | -1

The closing six compounds of the part before are carried over, then new ones follow.
SMILES | esBAF inh | ARNT-TACC3 inh | RAD54 branch
CCC(C)Nc1nc(OC)nc(N(C)C#N)n1 (stereo unspecified) | -11 | -13 | -5
O=C(COC(=O)C1COc2ccccc2O1)Nc1ccc2c(c1)CCC2 (stereo unspecified) | -4 | -6 | -8
CC1(C)NC(=O)N(CCCCSc2ccc(Cl)cc2)C1=O | 7 | -6 | -7
O=C(O)CSc1ccc2ccccc2n1 | -1 | -12 | -11
Nc1ncnc2c1ncn2[C@@H]1O[C@H](CNC(=O)[C@@H]2CCC(=O)N2)[C@@H](O)[C@H]1O | -3 | -8 | -4
COc1ccc(CCNC(=O)CCCN2C(=O)c3ccccc3C2=O)cc1OC | 0 | -11 | -1
CCCSc1nc2c(c(=O)n1-c1ccc(OCC)cc1)SCC2 | 7 | 2 | -5
CCCCn1c(CN2CCN(CCO)CC2)nc2ccccc21 | -11 | 24 | -8
Nc1ccccc1N1CCN(C(=O)c2ccccc2)CC1 | 11 | -5 | 6
CC1CCCN(C(=O)CCS(=O)(=O)c2ccc3c(c2)NC(=O)C(C)S3)C1 (stereo unspecified) | 0 | -1 | -12
CN(C)c1ccc(C(=O)c2ccc(N(C)C)c(N)c2)cc1N | 34 | 11 | -5
Cc1cc(=O)n2nc(N3CCCC(C(=O)NCc4ccc5c(c4)OCO5)C3)sc2n1 (stereo unspecified) | -3 | 4 | 1
COC(=O)c1ccc(Cl)c(NS(=O)(=O)c2ccc3c(c2)OCCO3)c1 | -6 | -9 | -5
Brc1cc2c(cc1COc1ccc(-c3nn[nH]n3)cc1)OCO2 | 4 | 0 | -7
c1ccc(SCCOCCn2cncn2)cc1 | -10 | -3 | -4
CCn1c(=O)cc(SCC(=O)N2CCN(Cc3ccc4c(c3)OCO4)CC2)c2ccccc21 | -8 | 10 | -1
CCCCOc1ccc(C(=O)O)cc1 | 1 | -2 | 1
CCCCc1cc(=O)oc2cc(OCc3cc(OC)c(OC)c(OC)c3)c(Cl)cc12 | -4 | 1 | 0
COC(=O)c1[nH]c2ccc(Cl)cc2c1NC(=O)CCN1CCN(C2CCCCC2)CC1 | 1 | 0 | 14
C/C(N)=C(/C#N)C(=O)COC(=O)CC12CC3CC(CC(C3)C1)C2 | 9 | -10 | -6
CC1(C)CC(=O)C(C=Nc2ccccc2Sc2ccccc2)=C(O)C1 | 5 | -3 | 0
Cc1cccc(N2CCN(C(=O)c3ccc(CS(=O)(=O)c4ccccc4C)o3)CC2C)c1 (stereo unspecified) | -4 | 0 | -5
CC(C)c1nnc(NC(=O)CC(=O)Nc2ccccc2C(=O)O)s1 | -48 | -3 | -4
Cc1cccc(OCC2=NS(=O)(=O)c3ccccc3N2)c1 | 39 | -1 | -5
O=c1c2ccccc2nc2n1CCCCN2 | 0 | -2 | -2
Cc1cc(NC(=O)CCC(=O)N(c2ccc(F)cc2)C(C(=O)NC2CCCC2)c2ccncc2)no1 (stereo unspecified) | 0 | -6 | -3
CCC(=O)N1CCc2cc(S(=O)(=O)NCCCN3CCN(Cc4ccccc4)CC3)ccc21 | -7 | 2 | 5
O=C1CC(SCCc2nc3ccccc3[nH]2)C(=O)N1c1ccc(F)c(Cl)c1 (stereo unspecified) | -1 | 11 | 5
CCNC(=O)CSc1nnc(C2CC2)n1-c1ccccc1 | -3 | -8 | -2
CCOc1ccccc1C(=O)N(CCC(=O)OC)c1ccccn1 | 2 | 12 | -7
CCCCCNCc1cccc(Br)c1 | 6 | -3 | 0

Next part.
SMILES | esBAF inh | ARNT-TACC3 inh | RAD54 branch
CCS(=O)(=O)N1CCN(C2Cc3ccccc3C2)CC1 | -1 | -16 | -3
O=S(=O)(c1cccc(S(=O)(=O)N2CCC(n3nnc4ccccc43)CC2)c1)N1CCCCC1 | 0 | 2 | -3
CC(=O)NCC(=O)NC(Cc1ccccc1)C(N)=O (stereo unspecified) | -1 | 3 | -3
CCc1ccc(/C=c2\s/c(=C\C(=O)C(C)(C)C)[nH]c2=O)cc1 | -72 | 18 | 9
CN1C(=O)CC(N2CCN(CCN=CC3=C(O)CC(C)(C)CC3=O)CC2)C1=O (stereo unspecified) | -2 | 0 | -2
CCCCn1c(N)c(N(CCC(C)C)C(=O)CSc2nnc(C)s2)c(=O)[nH]c1=O | 6 | -9 | -16
CCCCS(=O)(=O)Nc1ccc(Cc2ccncc2)cc1 | 6 | -5 | 5
O=C(Nc1cccc2ncccc12)c1cc2ccccc2o1 | -5 | -1 | -13
N#C/C(=C\c1c(N2CCOCC2)nc2ccccn2c1=O)S(=O)(=O)c1ccccc1 | -9 | 9 | -13
CCOC(=O)C1CCCN(S(=O)(=O)c2cccc3cccnc23)C1 (stereo unspecified) | 0 | 0 | -3
COc1ccc(CC(NC(C)=O)C(=O)NC2CCN(C(=O)NCc3ccccc3)CC2)cc1OC (stereo unspecified) | 0 | -7 | -2
CCOc1ccccc1C(=O)NCC(=O)OCC(=O)c1ccc2c(c1)OCCO2 | -7 | -1 | -4
Cc1nonc1NCn1nnc2ccccc21 | -7 | -9 | 6
COc1ccc(C(=O)COC(=O)c2ccc(NC(C)=O)cc2)cc1[N+](=O)[O-] | 7 | 3 | -6
O=S(=O)(NCc1cc(-c2ccccc2Cl)no1)c1ccc(Cl)cc1 | -5 | -3 | -6
CC(C)(C)C1CCc2nc(NC(=O)Cc3cn4ccsc4n3)sc2C1 (stereo unspecified) | 28 | 1 | -7
COc1ccc(NC(=O)C(c2ccc(OC)cc2)N(C)C(=O)c2cnccn2)cc1 (stereo unspecified) | 1 | 4 | -3
Cc1nc(NC(=O)CCC(=O)O)sc1C(=O)N(C)C | -1 | -1 | 0
O=C(Nc1c(C(=O)N2CCCC2)cnn1-c1ccccc1)c1cccc(F)c1 | -10 | -1 | 0
COC(=O)c1ccccc1NC(=O)CSCC(=O)Nc1ccccc1 | -9 | 16 | 9
Cc1ccc(-c2ccc(CCC(=O)O)o2)cc1 | 8 | 0 | 10
Cc1ccc2cc3c(NC(=O)c4cccnc4)nn(C)c3nc2c1 | 8 | -6 | -9
C=C(C)c1ccc(C(C)(C)NC(=O)N2CCN(C)CC2)cc1 | -8 | -2 | 2
CCCc1cc(=O)[nH]c(SCC(=O)c2ccc(S(=O)(=O)N3CCCC3)cc2)n1 | -9 | -1 | -9
CCOC(=O)c1c(NC(=O)CSc2nnc(-c3cccc(C)c3)n2CC)sc(C(C)=O)c1C | -4 | 0 | -27

Profiles, looked up by structure. Order of screens: esBAF inh	ARNT-TACC3 inh	RAD54 branch
Listed for `O=S(=O)(NCc1cc(-c2ccccc2Cl)no1)c1ccc(Cl)cc1` : -5	-3	-6
Listed for `CCOC(=O)C1CCCN(S(=O)(=O)c2cccc3cccnc23)C1` (stereo unspecified) : 0	0	-3
Listed for `CCS(=O)(=O)N1CCN(C2Cc3ccccc3C2)CC1` : -1	-16	-3

The list continues:
SMILES | esBAF inh | ARNT-TACC3 inh | RAD54 branch
O=C(CC1CCCCC1)OCn1nnc2ccccc2c1=O | -6 | 21 | -17
COc1ccc(-n2c(C)n[nH]c2=O)cc1OC | -1 | -6 | 4
COc1cc(/C=N/NC(=O)CCc2c(C)n[nH]c2C)cc(OC)c1OC | 0 | -1 | -8
Cc1cc(C)c2[nH]c(=O)c(C(c3nnnn3Cc3ccc4c(c3)OCO4)N3CCC(C)CC3)cc2c1 (stereo unspecified) | 2 | -9 | -4
COC(=O)c1cnc2ccccc2n1 | 3 | -7 | -6
CCOc1ccccc1Oc1coc2cc(O)ccc2c1=O | 32 | -8 | -3
Cc1ccc2nc(-c3ccccc3)c(NC(=O)c3ccco3)n2c1 | -9 | 1 | 4
O=C(CCc1ccccc1)Nc1ccc(NC(=O)C2CC2)nc1 | 1 | 0 | 2
COc1ccc2nc(NC(=O)C3CCCN(S(=O)(=O)c4cccs4)C3)sc2c1 (stereo unspecified) | 3 | -2 | 5
CCCn1c(SCC(=O)N2c3ccccc3CC2C)nnc1-c1ccco1 (stereo unspecified) | 0 | 2 | -1
O=S(=O)(NC1=NCCC1)c1ccc(F)cc1 | -9 | -11 | -5
Cn1c(=O)c2c(n(C)c1=O)=NC1(CCCCC1)N=2 | -5 | -2 | 0
CCSc1nnc2n1C(C)(C)Cc1ccccc1-2 | 6 | -1 | -4
CNS(=O)(=O)c1cccc(C(=O)NCC(c2cccs2)N(C)C)c1 (stereo unspecified) | 2 | -2 | 5
Cc1ccc(N=C2NC(=O)CS2)c(C)c1 | -7 | -1 | -3
CCOC(=O)c1nn(-c2cccc(C)c2)c2nc(-c3ccccc3)c(C#N)c(=O)n12 | -8 | -2 | -4
O=C(CSc1nnc(-c2cccnc2)n1Cc1ccco1)c1ccc2ccccc2c1 | -4 | 5 | 0
C[C@@H]1CC(=O)[C@H]2CC(CO)=CCC[C@@H]2[C@@]1(C)CC/C(=C/CO)CO | -1 | -32 | 1
Cc1ccc2nc(-c3ccc(NC(=O)CSc4ccccc4)cc3)[nH]c2c1 | -2 | 4 | 0
CC1Cc2ccccc2N1C(=O)Cn1nnc(-c2ccccc2NC(=O)C2CCC2)n1 (stereo unspecified) | -2 | 0 | 3
COc1ccc(Cc2nnc(SC)[nH]c2=O)cc1OC | -5 | -4 | -9
CC(C(=O)Nc1sccc1C(N)=O)N1C(=O)C2CC=CCC2C1=O (stereo unspecified) | 5 | -2 | -1
Cc1nc(OCc2ccccc2)c2ccccc2n1 | -10 | -20 | 0
CC(=O)c1ccc(N2C(=O)NC3(CCCCC3)C2=O)cc1 | 17 | -3 | 3
Cc1nnc(NC(=O)c2ccc(C)c(S(=O)(=O)N3CCCCCC3)c2)s1 | -1 | -2 | 2

Further entries.
SMILES | esBAF inh | ARNT-TACC3 inh | RAD54 branch
CCOC(=O)CNC(=O)CSc1ncnc2c1cnn2-c1ccc(Cl)cc1 | 5 | -8 | -1
COc1ccc(Nc2nc3ccccc3nc2-n2nc(C)cc2C)cc1 | -3 | -6 | -15
CCOc1ccc(C(C#N)N2CCOCC2)cc1OC (stereo unspecified) | -4 | 1 | 0
COC(=O)CCC(=O)c1oc2ccc(Cl)cc2c1NC(=O)CCCN1C(=O)c2ccccc2C1=O | 2 | -17 | 1
COc1ccc(OC)c(S(=O)(=O)Nc2ccc3oc4c(c3c2)C(=O)CCC4)c1 | 1 | 6 | -7
COc1ccc2cc(C(=O)N3CCOCC3)sc(=O)c2c1OC | -9 | -4 | -5
CC1NC(=O)N(C)C2NC(=O)N(C)C(c3ccccc3)C12 (stereo unspecified) | 0 | -6 | -7

Bioassay records: PubChem, Broad Institute
